TDP43 rescue – rescues yeast growth from TDP-43 toxicity; actives 1.8% (n = 410,000); Potency, µM (titrated, usually from 46.1 µM), for inactives: top-dose growth rescue (activation), usual class: activators; TDP-43 expressing yeast growth rescue, BacTiter-Glo, 24 h; further: potency means the concentration at half of the fitted maximal effect; % of control where 0% means no effect; nearly all actives have a fitted effect of over 50% in size
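Galactose-induced TDP-43 yeast, OD600=0.02, compound pinned; 24 hr, 30 deg C; BacTiter-Glo luminescence for growth. Inhibitors of TDP-43 toxicity read as activators.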
MmCpn inh – M. maripaludis TRiC chaperonin inhibition | purified Mm-Cpn ATPase, ADP Transcreener TR-FRET | AID 504842 | Potency, µM (series often up to 76.9 µM), without a hit: top-dose activity, negative = inhibition, most hits filed as inhibitors | actives 0.031% (n = 330,000); further: potency means the concentration at half of the fitted maximal effect; on the % scale 0 is the no-effect control and ±100 the full control effect; nearly all actives have a fitted effect of over 80% in size
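Compound-treated chaperonin, 25 nM final, turns over 10 uM ATP at 37°C for 30 min following a 10 min preincubation; ADP generated competes with ADP-d2 for Eu-cryptate antibody, lowering FRET.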
FUS suppressor – rescues growth of FUS-expressing yeast; S. cerevisiae FUS-expressing, growth rescue, OD600, 24 h; Potency, µM (doses to about 76.6 µM), for inactives: at the top dose growth rescue (activation), actives largely listed as activators; actives 0.24% (n = 390,000); AID 1347120;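 further: potency means the concentration at half of the fitted maximal effect; plate controls were DMSO vehicle for no effect and reference control for full effect; nearly all actives have a fitted effect of over 55% in size; some results filed as inactive show a strong effect at the top dose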
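Galactose (2%) drives FUS expression in yeast precultured in raffinose; seeding density OD 0.005. Test compounds incubated 24hr at 30C and 99% humidity before absorbance at 600 nm was measured.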
PTHR1 agonist – activates the human parathyroid hormone receptor PTHR1; Q03431; HEK293 GP2 PTHR1 cells, GloSensor cAMP luminescence, 1 h; Potency, µM (titrated, usually from 115 µM), inactives show at the top dose activation, usual class: activators; actives 0.075% (n = 410,000); AID 743266; further: potency means the concentration at half of the fitted maximal effect; nearly all actives have a fitted effect of over 55% in size; some results filed as inactive show a strong effect at the top dose; inactives centre near -15; many of its hits are not listed in these tables
Target sequence (Q03431 whole entry, looked up): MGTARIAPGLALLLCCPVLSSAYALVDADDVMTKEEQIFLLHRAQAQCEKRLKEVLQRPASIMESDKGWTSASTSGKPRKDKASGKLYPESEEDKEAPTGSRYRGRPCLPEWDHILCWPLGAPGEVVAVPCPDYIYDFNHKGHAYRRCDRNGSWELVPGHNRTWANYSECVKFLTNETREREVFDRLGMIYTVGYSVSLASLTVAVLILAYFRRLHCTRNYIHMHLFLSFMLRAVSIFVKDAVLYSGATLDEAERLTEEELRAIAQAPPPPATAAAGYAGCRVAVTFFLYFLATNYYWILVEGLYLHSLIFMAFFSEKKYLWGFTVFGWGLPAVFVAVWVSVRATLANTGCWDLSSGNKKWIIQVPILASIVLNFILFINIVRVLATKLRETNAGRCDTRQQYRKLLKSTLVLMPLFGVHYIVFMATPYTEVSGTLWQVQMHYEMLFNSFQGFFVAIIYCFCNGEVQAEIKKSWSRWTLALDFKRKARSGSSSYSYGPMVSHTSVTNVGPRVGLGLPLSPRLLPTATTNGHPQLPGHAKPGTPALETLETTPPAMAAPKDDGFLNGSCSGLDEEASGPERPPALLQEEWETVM
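HEK-293-derived GP2 cells expressing PTHR1 and a GloSensor cAMP reporter, 3,000/well, plated overnight, given luciferin plus IBMX (each 0.5 mM as added) for 1 h at 37 °C, then compound for 1 h at 37 °C. Luminescence was read after 15 min at room temperature.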
Akt phos inh – blocks phosphorylation of Akt. activity change, % for hits at 50 µM. actives 0.32% (n = 360,000). AID 651550. Neuro2A IGF-stimulated pAkt S473 HTRF, 20 min; active compounds read low; in the data active means activity change below about -80%; inconclusive means mostly about -51% to -80%; further: on the % scale 0 is the no-effect control and ±100 the full control effect
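Neuro2A cells (4,500/well, DMEM with 0.5% FBS) were treated with compound at a single 50 µM final concentration, stimulated with 6 nM IGF for 20 min at 37 °C, and lysed. Phospho-Akt Ser473 was read by HTRF as 665/615 ratio ×10^4.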
GLP1R inv ag – acts as inverse agonist at human GLP-1 receptor. P43220. HEK293 GLP-1R CRE-luciferase, luminescence, 24 h; GLP-1R form is constitutively active. Potency, µM (doses to about 38.3 µM), inactives show at the top dose activity change, negative = inhibition, most hits filed as inhibitors. actives 1.6% (n = 410,000). AID 624417; further: potency means the concentration at half of the fitted maximal effect; on the % scale 0 is the no-effect control and ±100 the full control effect; nearly all actives have a fitted effect of over 55% in size
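Stable HEK293 clone (constitutively active GLP-1R + cAMP-response luciferase); 200 cells/uL plated, 12 h pre-culture, compound 24 hr, 37 deg C/5% CO2; detection reagent 12 min RT; luminescence.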
aSyn yeast inh – alpha-synuclein toxicity inhibition in yeast; Yeast expressing alpha-synuclein, growth rescue, BacTiter-Glo, 24 h; Potency, µM (top dose mostly 46.1 µM), for the others: at the highest dose growth rescue (activation), usual class: activators; actives 0.14% (n = 370,000); further: potency means the concentration at half of the fitted maximal effect; % of control where 0% means no effect; nearly all actives have a fitted effect of over 65% in size
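Rescue of yeast growth: cells expressing toxic alpha-synuclein, induced in galactose at OD600 0.02, incubated with compound 24 h at 30 C. ATP luminescence quantified growth; inhibitors of toxicity appear as activators.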
Abeta rescue – compounds reversing amyloid beta toxicity in yeast; yeast expressing A-beta42, growth rescue, OD600, 48 h; response scale: 0% DMSO, 100% iron-clioquinol control; Potency, µM (doses to about 46.1 µM), without a hit: at the top dose growth rescue, hits mostly activators; actives 0.063% (n = 410,000); further: potency means the concentration at half of the fitted maximal effect; nearly all actives have a fitted effect of over 55% in size
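Growth rescue measured by 600 nm absorbance after 48 h yeast culture at 30 C with compound. Values normalized between DMSO and an equimolar ferric chloride plus clioquinol control.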
GLP1R cytotox – cytotoxic in the GLP-1 receptor inverse agonist counter-screen; HEK293 cAMP-luciferase reporter cells, luminescence, 24 h; Potency, µM (series often up to 38.3 µM), for inactives: at the highest dose activity change, negative = inhibition, usual class: inhibitors; actives 0.13% (n = 410,000); AID 624418;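 further: loss of luciferase light is scored as toxicity; potency means the concentration at half of the fitted maximal effect; on the % scale 0 is the no-effect control and ±100 the full control effect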
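1536-well qHTS counterscreen of the MLSMR; 200 cells/uL, 12 h pre-incubation, 23 nL cpd, 24 h at 37 deg C 5% CO2, luciferase detection reagent, 12 min RT, luminescence. Inhibition = undesired.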
* = called active by the depositor; i = inactive; ? = inconclusive; · = not tested or not shown; [ ] = remark or other dose. Unless noted, the call rests on the fitted dose curve; in most records, active means well fitted curve in the direction sought with a large enough effect; inconclusive means small, poorly fitted or top-dose-only effect, or another doubt; inactive means no such curve, though single readings can be large; an effect the other way counts as inactive or inconclusive. The list is partial; count on the stated rates, not on these rows.

SMILES	TDP43 rescue	MmCpn inh	FUS suppressor	PTHR1 agonist	Akt phos inh	GLP1R inv ag	aSyn yeast inh	Abeta rescue	GLP1R cytotox
O=C(Nc1ccccc1C(=O)N1CCCC1)c1cccc(S(=O)(=O)N2CCCCCC2)c1	0%	-3%	22%	-11%[57.5 µM]	i	0%	15%	12%	3%
CC(=O)Nc1ccc(S(=O)(=O)NCCC(=O)OCC(=O)c2cc(C)ccc2C)cc1	18%	-2%	20%	-14%	i	2%	-3%	6%	12%
CN(C)c1cccc(C(=O)OC(C(=O)Nc2ccc([N+](=O)[O-])cc2Br)c2ccccc2)c1 (stereo unspecified)	-3%	-1%	12%	i	i	?	-1%	1%	11%[1.53 µM]
COCC(C)NS(=O)(=O)c1ccc(NC(=O)c2ccccn2)cc1 (stereo unspecified)	15%	2%	-25%	-27%	i	11%	-2%	4%	6%
Cc1cc(Cl)c(S(=O)(=O)NCc2ccncc2)cc1OCC(N)=O	-4%	2%	-5%	-3%[57.5 µM]	i	-27%	5%	8%	-13%
Cc1cc(NC(=O)c2ccccc2)n(C)n1	7%	0%	-46%	i	i	5%	5%	-4%	-10%
COc1cccc(N2CCN(C(=O)c3ccc(NC(=O)c4nsc5ccccc45)cc3)CC2)c1	?	·	?	-93%[inhibitor]	·	8.9µM*	·	1%	0%
CC(C)CC(=O)Nc1ccc(Nc2ccccc2)cc1	-22%	-1%	?	i	i	?	-15%	28%	-22%
C=CCSc1nc2ccsc2c(=O)n1-c1ccccc1	-14%	0%	-2%	i	i	-14%	10%	-14%	?
COc1ccc(/C=C\c2onc(C)c2S(=O)(=O)N2CCC(C(=O)Nc3ccc(Cl)cc3)CC2)cc1	15%	·	13%	i	·	-25%	·	16%	4%
CN(C)c1ccc(/C=C/C(=O)c2ccccc2O)cc1	17%	2%	-15%	i	i	11%	-3%	7%	-13%
Cc1cc(C)n(-c2nc(NCCO)c3c4c(sc3n2)CCCC4)n1	?	2%	-13%	-29%	i	4.5µM*	6%	29%[9.22 µM]	?
O=C(COC(=O)c1cc(S(=O)(=O)N2CCOCC2)ccc1O)NCCc1ccccc1	-16%	-1%	13%	-10%[57.5 µM]	i	-3%	-5%	-11%	-21%
CN(C)C(=O)c1ccc(-c2cc(C(F)(F)F)nn2C)s1	13%	-5%	-12%	-8%	i	10%	0%	0%	11%
COc1cc(C)ccc1OCCSc1nc2ccc(NC(=O)c3ccccc3F)cc2s1	7%	·	12%	i	·	5%	·	-11%	1%
CC(=O)C1C(c2ccc(Cl)cc2)NC(=O)NC1(O)C(F)(F)F (stereo unspecified)	22%	0%	2%	i	i	-7%	3%	?	5%
Cc1ccc2cccc(OC(=O)c3c(F)cccc3Cl)c2n1	0%	·	-28%	-1%	i	-11%	-22%	2%	2%
Cc1nc2nc(-c3ccco3)nn2c(C)c1Cl	19%	-12%	-5%	i	i	4%	-11%	-17%	-10%
COc1cc(OC)cc(C(=O)Nc2nc3ccc(S(C)(=O)=O)cc3s2)c1	-35%[inhibitor]	-1%	16%	-21%	i	39%[activator]	-10%	-9%	-2%
COc1cc(CN2CCCC(CCC(=O)NCc3ccc(C)o3)C2)cc2c1OCO2 (stereo unspecified)	12%	-1%	5%	i	i	-2%	-2%	-3%	14%
Cc1noc(C)c1CSCC(=O)Nc1cc(C(F)(F)F)ccc1N1CCCCC1	2%	2%	26%	-33%[inhibitor]	i	?	-14%	17%	-5%
CCOC(=O)c1c(C)[nH]c(C)c1S(=O)(=O)N1CCCC(C(=O)Nc2ncccc2C)C1 (stereo unspecified)	24%	·	-2%	i	·	12%	·	-6%	2%
CCN(CC)CC#CC(O)(c1ccccc1)c1ccccc1	22%	3%	11%	i	i	?	7%	-3%	-3%
COCCCN1C(=O)C(=O)/C(=C(/O)c2ccc(OC(C)C)cc2)C1c1ccc(O)c(OC)c1 (stereo unspecified)	7%	-1%	29%	-18%[57.5 µM]	i	4%	2%	-23%	10%
O=C(OCc1ccccc1)C1=NNC2C(=O)N(c3ccccc3)C(=O)C12 (stereo unspecified)	14%	1%	18%	-1%	i	9%	0%	-6%	-2%
CC(=O)N1c2ccc(S(=O)(=O)N3CCOCC3)cc2CC1C (stereo unspecified)	-5%	0%	1%	-12%	i	10%	-8%	1%	-6%
Cc1ccc(NC(=O)COC(=O)CNC(=O)c2ccc(C)s2)cc1	-9%	1%	16%	-10%	i	11%	0%	-15%	8%
COc1ccc(-c2nc3c(C)cc(Br)cn3c2CC2CCCCC2)cc1OC	17%	·	30%	-9%	i	?	18%	7%	-1%
O=C(c1cnn2c(-c3ccccc3)cc(-c3ccccc3)nc12)N1CCN(Cc2ccccc2)CC1	-8%	·	20%	0%	i	5%	6%	9%	86%[activator]
COc1ccccc1CCN=C(N)NS(=O)(=O)c1ccc(C)cc1	4%	0%	-5%	-10%	i	1%	1%	8%	-17%
COC(=O)C(Cc1ccc(O)cc1)N1Cc2ccccc2C1=O (stereo unspecified)	-10%	-3%	14%	-19%	i	13%	-1%	6%	-2%
COCCOC(=O)c1c(C)n(C)c2ccc(OC(=O)c3cccs3)cc12	-17%	0%	9%	i	i	0%	0%	-8%	2%
Cc1c(NC(=O)C(C)Sc2n[nH]c(N)n2)c(=O)n(-c2ccccc2)n1C (stereo unspecified)	-15%	-5%	13%	·	i	2%	-8%	30%	14%
COc1ccccc1-n1nnnc1SCC(=O)N(C)C1CCS(=O)(=O)C1 (stereo unspecified)	-7%	-1%	-4%	-25%	i	14%	13%	-17%	8%
CC(=O)N/C(=N\c1nc(C)cc(C)n1)Nc1ccc(Cl)cc1Cl	-8%	-3%	2%	-29%	i	6%	0%	-18%	-2%
NC1=NC(c2ccc(Cl)cc2)n2c(nc3ccccc32)N1 (stereo unspecified)	5%	1%	-6%	-18%[57.5 µM]	i	1%	0%	3%	0%
Cc1ccc(O)c(-c2cc(C(=O)NCc3ccncc3)[nH]n2)c1	-7%	0%	-2%	i	i	6%	-1%	13%	0%
CC(=O)c1sc(C(C)(C)C)cc1NC(=O)/C=C/C(=O)O	1%[1.82 µM]	0%	2%	-13%	i	-28%	-17%	-5%	-7%
CN(Cc1ccccc1)S(=O)(=O)c1ccc(-c2cnc(C3CC3)o2)cc1	?	·	8%	-17%	·	-25%	·	-7%	-8%
O=C1CCCN1c1nccs1	-28%	2%	-2%	i	i	6%	-4%	-3%	-5%
CC(/C=C/c1ccccc1)=N\NC(=O)c1cc(C)[nH]n1	12%	1%	9%	-9%	i	?	-2%	-5%	-7%
O=C(CSc1nnnn1C1CCCC1)Nc1cccc(NC(=O)c2ccco2)c1	5%	0%	14%	-23%[57.5 µM]	i	-23%	-2%	17%	-9%

Structures listed so far that have a Cl atom, in the order listed:
SMILES	TDP43 rescue	MmCpn inh	FUS suppressor	PTHR1 agonist	Akt phos inh	GLP1R inv ag	aSyn yeast inh	Abeta rescue	GLP1R cytotox
Cc1cc(Cl)c(S(=O)(=O)NCc2ccncc2)cc1OCC(N)=O	-4%	2%	-5%	-3%[57.5 µM]	i	-27%	5%	8%	-13%
COc1ccc(/C=C\c2onc(C)c2S(=O)(=O)N2CCC(C(=O)Nc3ccc(Cl)cc3)CC2)cc1	15%	·	13%	i	·	-25%	·	16%	4%
CC(=O)C1C(c2ccc(Cl)cc2)NC(=O)NC1(O)C(F)(F)F (stereo unspecified)	22%	0%	2%	i	i	-7%	3%	?	5%
Cc1ccc2cccc(OC(=O)c3c(F)cccc3Cl)c2n1	0%	·	-28%	-1%	i	-11%	-22%	2%	2%
Cc1nc2nc(-c3ccco3)nn2c(C)c1Cl	19%	-12%	-5%	i	i	4%	-11%	-17%	-10%
CC(=O)N/C(=N\c1nc(C)cc(C)n1)Nc1ccc(Cl)cc1Cl	-8%	-3%	2%	-29%	i	6%	0%	-18%	-2%
NC1=NC(c2ccc(Cl)cc2)n2c(nc3ccccc32)N1 (stereo unspecified)	5%	1%	-6%	-18%[57.5 µM]	i	1%	0%	3%	0%

Screening results from PubChem BioAssay.
